Assay outcomes: PubChem, The Scripps Research Institute Molecular Screening Center
CHO-K1 Ca ag: counter-screen for M1 agonists: effect in parental CHO-K1 cells | Fluo-8 calcium fluorescence; scaled to maximal ATP response, vehicle zero | activation, % at 3 µM | 360,000 tested, 0.48% active | AID 602248; in the data active = activation above about 15%;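 note: untransfected CHO-K1 host cells lacking M1 receptor as counterscreen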
TAAR1 antagonist: antagonists of human TAAR1 | Q96RJ0 | CHO RD-HGA16 TAAR1, Fluo-8 calcium fluorescence, antagonist | inhibition, % at 3 µM | 360,000 tested, 1.5% active;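 active = inhibition above a per-plate cutoff, the mean inhibition of test compounds on that plate plus 3 SD, cut at about 49% in these data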;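 note: 0% = DMSO plus EC80 beta-PEA response and 100% = DMSO alone without agonist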
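Material: RD-HGA16 CHO cells with stable hTAAR1 and Gα16; Dosing: single nominal final test compound concentration of 3 µM; Schedule: seeding 17-24 h prior, 75-min 37 °C, 30-min RT dye loading; Detection: kinetic Fluo-8 calcium fluorescence measurement; Measure: % inhibition from peak post-agonist over basal fluorescence ratio; Benchmarks: vehicle and agonist controls.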
CHO parental Ca: signal in parental CHO cells, OX1R antagonist counter-screen | inhibition, % at 5.6 µM | AID 463079 | 330,000 tested, 0.63% active | parental CHO-K1, ATP-induced calcium, Fluo-8 fluorescence;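 active = inhibition above that plate's mean sample inhibition plus 3 SD, cut at about 26% in these data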;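 note: 0% = ATP-challenged DMSO wells and 100% = DMSO wells without ATP; some compounds past the cut are filed as inactive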
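material = parental CHO cells | also added = ATP as calcium-mobilizing challenge | dosing = single point at 5.6 µM | detection = intracellular calcium via Fluo-8 no-wash fluorescent dye | read-out = % inhibition | benchmarks = low control ATP plus DMSO, high control DMSO only | repeats = one well per compound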
M1 PAM parental: M1 PAM counterscreen hit in parental CHO-K1 cells | AID 602247 | activation, % at 3 µM | ATP EC20, Fluo-8 calcium fluorescence; 0% at ATP EC20, 100% at ATP max | 360,000 tested, 0.02% active;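 active = activation above the run cutoff, the mean activation of all test compounds plus 3 SD, cut at about 40% in these data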;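 note: peak over basal fluorescence ratio in a 140 s read after ATP addition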
TAAR1 ag: human TAAR1 agonism; Q96RJ0; CHO RD-HGA16 TAAR1, Fluo-8 calcium fluorescence; vehicle wells 0%, saturating PEA agonist 100%; activation, % at 3 µM; 360,000 tested, 0.99% active; AID 624467;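 active = activation above the mean activation of all test compounds in the run plus 3 SD, cut at about 38% in these data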
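Benchmarks: low control DMSO, high control PEA (EC100); System: CHO RD-HGA16 cells carrying human TAAR1 plus Gα16; Detection: Fluo-8 fluorescence, 5 s baseline then 140 s kinetic read; Schedule: 17-24 h plating, Fluo-8 75 min 37 °C, 30 min RT; Read-out basis: % activation from peak over basal fluorescence ratio, DMSO-to-PEA scaled.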
CHRM1 antagonist: antagonists of human M1 muscarinic receptor. 360,000 tested, 1.3% active. inhibition, % at 3 µM. P11229. AID 588852. CHO-K1 hM1, Fluo-8 calcium fluorescence, ACh EC80 antagonist;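 active = percent inhibition above its own plate's cutoff, namely the mean of that plate's compound wells plus 3 SD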;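 note: peak over basal fluorescence ratio during 140 s after agonist addition; 0% = ACh EC80 plus DMSO and 100% = DMSO alone without agonist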
Target sequence (P11229 whole entry, looked up): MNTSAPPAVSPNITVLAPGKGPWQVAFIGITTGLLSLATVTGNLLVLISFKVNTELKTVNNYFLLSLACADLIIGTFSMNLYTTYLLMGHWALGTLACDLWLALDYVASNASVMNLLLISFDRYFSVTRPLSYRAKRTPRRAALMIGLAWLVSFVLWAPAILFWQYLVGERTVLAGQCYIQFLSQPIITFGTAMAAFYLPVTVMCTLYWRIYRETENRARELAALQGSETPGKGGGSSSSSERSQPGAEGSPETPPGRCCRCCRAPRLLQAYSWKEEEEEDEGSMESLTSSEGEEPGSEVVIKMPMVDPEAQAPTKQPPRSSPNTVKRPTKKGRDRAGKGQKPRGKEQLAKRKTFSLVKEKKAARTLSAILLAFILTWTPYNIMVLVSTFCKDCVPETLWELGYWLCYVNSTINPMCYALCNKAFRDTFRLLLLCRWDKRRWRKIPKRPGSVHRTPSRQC
M1 ag: agonists of human M1 muscarinic receptor; AID 588814; 360,000 tested, 0.33% active; activation, % at 3 µM; CHO-K1 hM1, Fluo-8 calcium fluorescence, agonist mode; 0% DMSO, 100% acetylcholine EC100;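 active = activation above the run's mean compound activation plus 3 SD, cut at about 16% in these data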;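 note: peak over basal fluorescence ratio within a 140 s kinetic read after compound addition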
CHO-K1 Ca antag: M1 antagonist counterscreen hit in parental CHO-K1 cells. inhibition, % at 3 µM. ATP-induced calcium, Fluo-8 fluorescence. AID 602250. 360,000 tested, 0.6% active;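 active = inhibition above a per-plate cutoff, the plate's mean sample inhibition plus 3 SD, cut at about 24% in these data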;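 note: 0% = DMSO plus EC80 ATP and 100% = DMSO alone without ATP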
OXTR potentiator: potentiates the human oxytocin receptor response | P30559 | CHO-OTR cells, Fluo-8 calcium fluorescence, potentiator mode; 0% = oxytocin EC15, 100% = EC100 | activation, % at 3 µM | 320,000 tested, 0.061% active;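 active = activation above that plate's cutoff, the mean activation of tested compounds plus 3 SD, cut at about 6.6% in these data, passing the limit was not always enough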;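 note: 100% uses oxytocin at 75 nM as the full agonist control; some results filed as inactive read as strong as hits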
Target sequence (P30559 whole entry, looked up): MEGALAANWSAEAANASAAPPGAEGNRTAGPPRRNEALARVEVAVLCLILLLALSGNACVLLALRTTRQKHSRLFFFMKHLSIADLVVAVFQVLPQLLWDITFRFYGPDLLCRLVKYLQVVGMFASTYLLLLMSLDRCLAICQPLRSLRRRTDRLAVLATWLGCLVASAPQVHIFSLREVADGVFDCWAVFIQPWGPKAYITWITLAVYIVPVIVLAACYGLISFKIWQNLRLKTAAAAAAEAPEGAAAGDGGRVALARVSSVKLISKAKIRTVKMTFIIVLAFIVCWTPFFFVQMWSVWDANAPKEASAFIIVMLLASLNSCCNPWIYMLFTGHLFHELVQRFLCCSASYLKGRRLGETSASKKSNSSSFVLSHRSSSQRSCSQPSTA
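Measured by – Fluo-8 calcium dye fluorescence · Test system – human OTR in CHO cells · Dosing – one concentration, 3.0 µM compound · Controls – EC15 oxytocin alone as 0%, 75 nM oxytocin as 100% · Evaluation – normalized max/min fluorescence ratio, % activation · Timing – 6 min pre-incubation, 100 s read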
* = called active by the depositor; · = no result given. An unsorted share of the library; overall some 4.2% were active at least once.

cpd | Structure | CHO-K1 Ca ag | TAAR1 antagonist | CHO parental Ca | M1 PAM parental | TAAR1 ag
1 | COc1cc(NC(=O)c2ccccn2)cc(OC)c1OC | 0.8 | -9 | 6 | 15 | 1
2 | COc1ccc(C(=O)NCCC2=CCCCC2)cc1OC1CCN(C(C)C)CC1 | 0.4 | -10 | -28 | -12 | 6
3 | O=S(=O)(NCC(c1ccc2c(c1)OCO2)N1CCOCC1)c1ccc(Br)cc1 (stereo not drawn) | 1.7 | 8 | -25 | -8 | 0
4 | C=CCOc1ccc(/C=C2\N=C(C)OC2=O)cc1OC | 1.2 | -35 | 3 | 17 | 0
5 | CC(C)c1cccc(C(C)C)c1NC(=O)COC(=O)C1=COCCO1 | 0.1 | -4 | -5 | 10 | -1
6 | Cc1cc2cc(CCNC(=O)c3ccc(S(=O)(=O)N4CCOCC4)cc3)c(=O)[nH]c2cc1C | 0.2 | · | -28 | 7 | ·
7 | CCCn1c(CN2CCCCC2C)nc2c1c(=O)n(C)c(=O)n2C (stereo not drawn) | 0.2 | -23 | -4 | -6 | 1
8 | COc1ccccc1NC(=O)CSc1nc(O)cc(=O)n1-c1ccccc1OC | 0.6 | 3 | -6 | -3 | 1
9 | CCCCn1nc2cc(C(=O)NC[C@@H]3CCCO3)ccc2c1OCC | 2.5 | 11 | -6 | -8 | 7
10 | Cc1oc(-c2ccccc2Cl)nc1CS(=O)(=O)CC(=O)N1CCOCC1 | 0.7 | -4 | -6 | 24 | 0
11 | O=C(O)c1cccc2c1/C(=N/O)c1ccccc1-2 | 0.7 | -23 | -19 | 13 | 2
12 | COC(=O)CN1C(=O)C2(OCCCO2)c2cc(Br)ccc21 | 0.1 | 2 | -6 | -8 | 3

cpd | CHRM1 antagonist | M1 ag | CHO-K1 Ca antag | OXTR potentiator
1 | -3 | -2 | -20 | -4
2 | 14 | -14 | -9 | -4
3 | -9 | -1 | 8 | -6
4 | -2 | -2 | -1 | -6
5 | -4 | -5 | -10 | 1
6 | 2 | -3 | 4 | -9
7 | 12 | -8 | 9 | -3
8 | -3 | -3 | 3 | -2
9 | -7 | -6 | -1 | -4
10 | -8 | -2 | -10 | -4
11 | -21 | 1 | -17 | 1
12 | -3 | -3 | -2 | 4

Brought forward from above: 3 compounds; new compounds follow.
cpd | Structure | CHO-K1 Ca ag | TAAR1 antagonist | CHO parental Ca | M1 PAM parental | TAAR1 ag
10 | Cc1oc(-c2ccccc2Cl)nc1CS(=O)(=O)CC(=O)N1CCOCC1 | 0.7 | -4 | -6 | 24 | 0
11 | O=C(O)c1cccc2c1/C(=N/O)c1ccccc1-2 | 0.7 | -23 | -19 | 13 | 2
12 | COC(=O)CN1C(=O)C2(OCCCO2)c2cc(Br)ccc21 | 0.1 | 2 | -6 | -8 | 3
13 | COc1ccc2c(c1)C(NS(=O)(=O)OCC(Cl)(Cl)Cl)CCC2 (stereo not drawn) | 0.0 | 25 | -26 | 11 | 8
14 | CCOC(=O)c1nnn2c1nc(N1CCOCC1)c1ccccc12 | 0.7 | -16 | -11 | -2 | 3
15 | CCCN(C#N)c1nc(NCC)nc(NC(C)C)n1 | 0.1 | -7 | -18 | -7 | 21
16 | CCOC(=O)C1=C(C)NC(=O)NC1c1ccc(NC(C)=O)cc1 (stereo not drawn) | -0.6 | -18 | 0 | -11 | 9
17 | CC(=O)Nc1ccc(S(=O)(=O)NC(C(=O)O)C(C)O)cc1 (stereo not drawn) | 1.0 | -38 | -2 | 6 | 3
18 | CCOC(=O)C1=C(C)NC(=O)NC1c1ccc(Br)o1 (stereo not drawn) | -0.3 | -5 | -4 | 25 | 0
19 | CCOC(=O)N1CCN(C(=O)C2CCN(S(=O)(=O)c3ccc(OCC)cc3)CC2)CC1 | -0.1 | -19 | -5 | -5 | 1
20 | Clc1ccccc1NN(Cc1ccccn1)c1ccccc1Cl | 0.0 | 9 | · | 7 | 0
21 | Cc1ccc(C)c(N2N=C(C(=O)Nc3ccccc3N3CCCC3)CCC2=O)c1 | -0.2 | 7 | -30 | 12 | -3
22 | Cc1ccc(N2CC(C(=O)Nc3ccc(N(C)C)cc3)CC2=O)cc1C (stereo not drawn) | 0.4 | -14 | -10 | 24 | -1
23 | COC(=O)c1nnn(-c2nonc2N)c1CSc1ccc(Cl)cc1 | 1.0 | 10 | -4 | 18 | 8
24 | O=S(=O)(c1ccc(Cl)cc1)N1CCN(Cc2cccnc2)CC1 | 1.5 | 9 | -4 | 2 | -1

cpd | CHRM1 antagonist | M1 ag | CHO-K1 Ca antag | OXTR potentiator
10 | -8 | -2 | -10 | -4
11 | -21 | 1 | -17 | 1
12 | -3 | -3 | -2 | 4
13 | 4 | -11 | -11 | -13
14 | -1 | 0 | -5 | -1
15 | -12 | -1 | 10 | -7
16 | -7 | 1 | -2 | -3
17 | -17 | 0 | -4 | -5
18 | -12 | -1 | -11 | -4
19 | 0 | -6 | 0 | -9
20 | -2 | -8 | -13 | ·
21 | -5 | -4 | -13 | 0
22 | -10 | -4 | -9 | -11
23 | -17 | -7 | -13 | -12
24 | -9 | -3 | -8 | -8

Next compounds follow.
cpd | Structure | CHO-K1 Ca ag | TAAR1 antagonist | CHO parental Ca | M1 PAM parental | TAAR1 ag
25 | OC(COCc1cccs1)CN1CCN(c2cccc(C(F)(F)F)c2)CC1 (stereo not drawn) | 4.4 | -21 | -27 | 4 | 14
26 | O=C(Nc1cccc(Cl)c1)C1COc2ccccc2O1 (stereo not drawn) | 1.1 | 22 | -9 | 15 | 5
27 | Cc1ccccc1NC(=O)C(=O)NCCc1ccccc1 | 3.0 | -5 | -4 | -6 | -1
28 | Cc1ccc(Nc2cc(C)c3c(O)cccc3n2)cc1C | 7.4 | 54* | 14 | 19 | 98*
29 | N/C(=N\OC(=O)Nc1ccccc1)c1cccc(C(F)(F)F)c1 | 4.9 | -27 | -13 | 5 | 17
30 | Cc1cc(Cn2nnc3ccccc32)c(O)c(C(C)(C)C)c1 | 0.8 | 2 | -2 | -18 | 22
31 | O=C(NCCc1c[nH]c2ccccc12)Nc1cccc2ccccc12 | 1.3 | 22 | 0 | 7 | 5
32 | Cc1ccc(-c2csc3nc4c5ccccc5c(NCCCN(C)C)nn4c(=O)c23)cc1 | 2.4 | 15 | 8 | 11 | 6
33 | COCCN(CCOC)S(=O)(=O)c1ccc(C(=O)Nc2nc(C)c(C(C)=O)s2)cc1 | 1.1 | -4 | -21 | 22 | 8
34 | O=C(CC1C(=O)NCCN1CC1CCCCC1)NCc1ccc(F)cc1 (stereo not drawn) | 5.5 | 5 | -22 | -11 | 0
35 | CCC(=O)NC(c1cccc([N+](=O)[O-])c1)c1c(OC(C)=O)ccc2ccccc12 (stereo not drawn) | 0.0 | 6 | -19 | 10 | 5
36 | COCCCNC(=O)c1ccc2c3c(onc13)-c1ccccc1C2=O | 3.1 | · | -8 | 5 | ·

cpd | CHRM1 antagonist | M1 ag | CHO-K1 Ca antag | OXTR potentiator
25 | 10 | -7 | -3 | -1
26 | -11 | -6 | -12 | 4
27 | 10 | -1 | 2 | -3
28 | 3 | 14 | -12 | -6
29 | 9 | 2 | -7 | -8
30 | 5 | 7 | -5 | -17
31 | 5 | -4 | -4 | -19
32 | 28 | -5 | -3 | -18
33 | -3 | -5 | -17 | 1
34 | 32 | -3 | 10 | -12
35 | -9 | -2 | -1 | -1
36 | 0 | -2 | -4 | -5

Compound profiles, from the list above.
O=C(Nc1cccc(Cl)c1)C1COc2ccccc2O1 (stereo not drawn) reads CHO-K1 Ca ag: 1.1; TAAR1 antagonist: 22; CHO parental Ca: -9; M1 PAM parental: 15; TAAR1 ag: 5; CHRM1 antagonist: -11; M1 ag: -6; CHO-K1 Ca antag: -12; OXTR potentiator: 4
Cc1ccccc1NC(=O)C(=O)NCCc1ccccc1 reads CHO-K1 Ca ag: 3.0; TAAR1 antagonist: -5; CHO parental Ca: -4; M1 PAM parental: -6; TAAR1 ag: -1; CHRM1 antagonist: 10; M1 ag: -1; CHO-K1 Ca antag: 2; OXTR potentiator: -3

Next section:
cpd | Structure | CHO-K1 Ca ag | TAAR1 antagonist | CHO parental Ca | M1 PAM parental | TAAR1 ag
37 | C=CCNc1nc(N)c([N+](=O)[O-])c(Nc2cccc(Cl)c2)n1 | -0.2 | -33 | -9 | -24 | 13
38 | CCOC(=O)c1ccc(N2C(=O)CC(N3CCC(C(=O)OCC)CC3)C2=O)cc1 (stereo not drawn) | 0.1 | -6 | -10 | -4 | 1
39 | Cc1ccc(NC(=O)C2C3C=CC4(O3)C2C(=O)N(CCCN2CCCCC2)C4C(=O)NC2CCCCC2)cc1C (stereo not drawn) | 0.0 | -8 | -14 | -8 | -2
40 | CCOC(=O)C(C(=O)Nc1nc2ccccc2s1)C1CCCCC1 (stereo not drawn) | 0.1 | -2 | -16 | 12 | 18
41 | Cc1ccc(S(=O)(=O)c2nc(Cc3ccccc3)oc2N2CCOCC2)cc1 | 0.7 | -21 | -8 | 4 | 11
42 | Cc1cc(C)c(S(=O)(=O)N2CCN(C(=O)N3CCCCC3)CC2)c(C)c1 | 5.3 | -8 | -15 | -11 | 2
43 | c1ccc(C2[C@H]3CN(CC4CCCCC4)[C@H](c4ccccc4)C34CC2(c2ccccc2)C4)cc1 (stereo partly drawn) | 0.8 | -1 | -29 | 13 | 7
44 | COc1ccc(NC(=O)CN(C)C(=O)CNC(=O)C2CCCCC2)cc1 | 0.0 | -17 | -10 | -6 | 2
45 | COC(=O)C1CCN(CC(=O)Nc2ccc(C(=O)Nc3ccccc3OC)cc2)CC1 | 0.9 | 1 | -20 | -4 | 6
46 | O=C1C2C3C=CC(C3)C2C(=O)N1CC1CCCO1 (stereo not drawn) | 0.5 | 6 | -7 | 12 | 1
47 | O=C(Cc1coc(-c2ccc(F)cc2)n1)Nc1ccccc1 | 0.7 | 3 | -8 | 11 | 1
48 | O=C(NCCc1ccccc1)Nc1ccc2c(c1)OCO2 | 0.9 | -9 | 11 | 6 | 13

cpd | CHRM1 antagonist | M1 ag | CHO-K1 Ca antag | OXTR potentiator
37 | -2 | -3 | -5 | -3
38 | 2 | 2 | 7 | -3
39 | 16 | -2 | 5 | -4
40 | -5 | -3 | -1 | -20
41 | -4 | -3 | -19 | 0
42 | -16 | 3 | 10 | 6
43 | 8 | -9 | -11 | -7
44 | -12 | 2 | -8 | -4
45 | -2 | -4 | -8 | 0
46 | -1 | -5 | 1 | -3
47 | 7 | -1 | -2 | -1
48 | -10 | -7 | 0 | -8
